Tat transport = E. coli Tat transport inhibition; E. coli MC4100 TorA-mCherry Tat export, fluorescence; inhibition, % at 10 µM; 340,000 compounds, 0.036% hits; AID 488895;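 active means mean replicate inhibition at least 50% and at least half of replicates individually reaching 50%; inconclusive means only one of the two criteria met; inactive means neither criterion met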;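 further: exported cargo escapes ClpAP degradation while cytoplasmic cargo is degraded and loses fluorescence; 0% = median of neutral control wells and 100% = median of NaSCN control wells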
AddAB inh = less growth of phage-infected E. coli with AddAB; E. coli expressing H. pylori AddAB, absorbance growth; inhibition, % at 11.9 µM; 330,000 compounds, 0.29% hits; in the data active means inhibition above about 12%;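 further: 0% = vehicle wells of infected cells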
CAL PDZ FP-1 = human CAL PDZ-peptide interaction inhibition; 330,000 compounds, 0.02% hits; inhibition, % at 20 µM; purified CAL PDZ, TMR-peptide fluorescence polarization, 1 h; AID 504414; Q9HD26;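 active means highest replicate inhibition of at least 40%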;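 further: plate controls were DMSO neutral control wells for no effect and unlabeled competitor peptide control wells for full effect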
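Assay system – tagged CAL PDZ protein CerCALP, purified · Timing – 1 h at RT · Compound – single point, 20 µM · Measured by – fluorescence polarization from S- and P-plane intensities, G-factor corrected · Evaluation – inhibition from polarization loss · Probe or stimulus – TMR reporter peptide T*-PRC34 · Buffer or medium – pH 7.4 phosphate-saline buffer, reducing agent, detergent, IgG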
E coli growth = counter-screen for AddAB inhibitors: E. coli growth inhibition | E. coli V3065 growth, OD600 absorbance, 18 h | inhibition, % at 11.9 µM | 330,000 compounds, 0.27% hits;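 active means inhibition above the campaign's mean inhibition across all tested compounds plus 3 SD, cut at about 9.9% in these data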;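 further: uninfected addAB+ strain grown without phage in ampicillin broth; 0% = DMSO wells and 100% = ciprofloxacin 0.95 µg/ml wells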
SR-BI DiI inh = blocks mouse SR-BI lipid uptake from DiI-HDL; AID 488896; inhibition, % at 12.5 µM; Q61009; ldlA[mSR-BI] CHO cells, DiI-HDL uptake fluorescence, 3 h; 320,000 compounds, 0.96% hits;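 active means mean replicate inhibition of at least 70% and a set share of replicates each scoring 70 or more; inconclusive means meets just one of the two criteria; inactive means fails both criteria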;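 further: 0% = median of neutral control wells and 100% = median of positive control wells; values of inactives mirror those of a sister screen read the other way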
Target sequence (Q61009 whole entry, looked up): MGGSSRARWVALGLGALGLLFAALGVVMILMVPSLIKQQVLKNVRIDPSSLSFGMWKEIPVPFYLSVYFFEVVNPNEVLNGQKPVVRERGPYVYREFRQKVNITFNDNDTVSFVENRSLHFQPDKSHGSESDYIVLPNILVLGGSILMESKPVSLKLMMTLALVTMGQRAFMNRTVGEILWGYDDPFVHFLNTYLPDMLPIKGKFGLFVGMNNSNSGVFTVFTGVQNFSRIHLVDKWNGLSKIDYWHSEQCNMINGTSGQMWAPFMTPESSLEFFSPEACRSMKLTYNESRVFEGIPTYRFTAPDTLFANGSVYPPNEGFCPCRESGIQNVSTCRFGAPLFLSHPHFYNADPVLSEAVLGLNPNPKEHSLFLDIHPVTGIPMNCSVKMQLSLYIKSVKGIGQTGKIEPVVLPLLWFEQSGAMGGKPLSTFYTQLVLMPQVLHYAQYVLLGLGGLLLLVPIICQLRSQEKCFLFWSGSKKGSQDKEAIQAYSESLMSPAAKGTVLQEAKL
MITF TRPM1 HTS = increases MITF-driven TRPM1 promoter luciferase signal | SK-MEL-5 TRPM1-promoter luciferase, 24 h; % of positive control, neutral wells = 0 | activation, % at 12.5 µM | 300,000 compounds, 0.75% hits;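 active means mean activation of at least 80% with every replicate also reaching 80%; inconclusive means mean reaches 80% but some replicate falls short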;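 further: 0% = neutral control wells and 100% = parthenolide positive control wells; values of inactives mirror those of a sister screen read the other way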
CAL PDZ FP-2 = CAL PDZ (human) peptide binding inhibition; Q9HD26; purified CAL PDZ, TMR-peptide fluorescence polarization, 1 h; inhibition, % at 24.9 µM; 300,000 compounds, 0.92% hits; AID 602252;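 active means mean inhibition of at least 30% with at least half of replicates also reaching 30%; inconclusive means no clear call, values can overlap the other calls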;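 further: 0% = DMSO neutral control and 100% = excess unlabeled competitor peptide PRC23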
Wnt bcat act = activates Wnt/beta-catenin signaling in a reporter cell assay; activator, plate reader; activation, % at 9.35 µM; 300,000 compounds, 1.2% hits; in the data active means activation above about 30%, passing the limit was not always enough; inconclusive means no clear call, values can overlap the other calls;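 further: 0% = neutral control wells and 100% = positive control wells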
phage Ecoli inh = E. coli growth loss with phage present | growth absorbance | inhibition, % at 11.9 µM | 360,000 compounds, 0.26% hits | AID 651602; in the data active means inhibition above about 11%
SR-BI DiI-HDL act = enhances SR-BI lipid uptake from DiI-HDL; activation, % at 12.5 µM; 320,000 compounds, 0.096% hits; AID 504775; CHO ldlA[mSR-BI] cells, DiI-HDL uptake fluorescence, 3 h; 100 = double the neutral-control signal;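 active means mean replicate activation of at least 60% and every replicate at or above 60%; inconclusive means mean or all-replicate condition met, but not both; inactive means mean below 60% and not all replicates reaching 60%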;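 further: 0% = median plate neutral-control signal and 100% = twice that signal; values of inactives mirror those of a sister screen read the other way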
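Assay system: CHO ldlA[mSR-BI] cells, LDL receptor-null, SR-BI overexpressing; medium: Ham's F12 with 0.5% BSA, HEPES 25 mM, pH 7.4; also added: DiI-HDL 10 µg/mL; timing: 3 h uptake period with compound, 37 °C; signal: DiI fluorescence, bottom read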
* marks the source's active call; other numbers are inactive results; ? = inconclusive; nt = no result given; & = joins results of further samples.

SMILES	Tat transport	AddAB inh	CAL PDZ FP-1	E coli growth	SR-BI DiI inh	MITF TRPM1 HTS	CAL PDZ FP-2	Wnt bcat act	phage Ecoli inh	SR-BI DiI-HDL act
CC1CC(=O)Nc2ccccc2N1S(=O)(=O)c1ccc(Br)cc1 (stereo not drawn)	2	1.2	-0.1	2.1	-12	-15	0	3	3.1	12
Cc1nn(CC(=O)Nc2ccc3c(c2)nc2n3CCN(C3CCCCC3)C2)c(=O)c2ccccc12	-1	3.6	-0.2	-1.6	-5	2	-3	-1	-0.2	5
COc1cccc(CN(C(=O)c2cnccn2)C(C(=O)NC2CCCCC2)c2cc(OC)c(OC)c(OC)c2)c1 (stereo not drawn)	8	0.2	-1.5	-2.5	nt	0	2	-1	-0.8	nt
COc1ccc(N2Cc3ccccc3/C2=N\C(=O)Nc2ccccc2)cc1	-1	0.2	7.9	0.4	7	7	-4	1	-0.6	-7
Cc1cc(C)c2c(n1)nn1c(-n3ccnc3)cc(C)nc21	6	nt	-2.1	nt	8	nt	-2	1	1.6	-8
CC1Cc2cc(/C(O)=C3/C(=O)C(=O)N(CCN4CCOCC4)C3c3cccc(Cl)c3)ccc2O1 (stereo not drawn)	2	2.0	-0.9	-0.2	-29	1	-2	nt	1.2	29
Nc1nnnn1N=C1CCCCC1	-15	0.9	-0.2	0.4	-17	5	-1	-2	3.7	17
Cc1csc(Nc2ccc(Cl)cc2)[n+]1-c1ccc(Cl)cc1	5	1.2	0.3	-0.4	48	3	-1	-12	5.3	-48
Cn1c(CSCc2ccccc2)nnc1SCC(=O)Nc1ccc(C(=O)O)cc1	2	0.3	-1.3	0.7	-31	-4	6	-1	3.1	31
CCCC(C)NC(=O)COc1ccc(Sc2ccc(OCC(=O)NC(C)CCC)cc2)cc1 (stereo not drawn)	-1	-3.9	-1.4	-1.9	21	-30	-4	1	2.9	-21
CCCn1nc(C(=O)Nc2ccc3c(c2)OCCO3)c2ccccc2c1=O	-10	1.7	-2.9	2.3	25	nt	-3	4	0.3	-25
COc1ccc(-c2ocnc2C(=O)Nc2ccccc2N2CCCCC2)cc1	-2	-1.1	nt	0.0	42	3	-4	-3	0.3	-42
O=C(CN1CCCCC1)Nc1ccccc1Cl	-4	-2.1	-0.3	1.6	-25	2	-1	4	4.0	25
Cc1ccccc1C(=O)NCC(=O)N1CCN(C/C=C/c2ccccc2)CC1	0	1.2	-0.8	0.4	10	4	-1	-5	2.4	-10
CC(=O)Nc1ccc(S(=O)(=O)N2C(C)CCCC2C)cc1 (stereo not drawn)	-12	2.2	-1.1	-2.2	6	5	-4	0	-0.6	-6
Cc1nc(Cl)c2c(n1)NC(=O)CO2	nt	0.6	nt	-0.1	nt	nt	nt	0	1.6	nt
Cc1ccc(NC(=O)C(=O)N2CCCC2)cc1Cl	3	4.8	-0.4	0.2	-22	40	0	nt	1.4	22
COc1ccc(N2C(=O)CC(N(CCc3ccccc3)C(=O)c3ccccc3)C2=O)cc1 (stereo not drawn)	1	2.0	0.0	-0.7	-15	-6	-3	2	-0.8	15
Cc1cccc(Oc2coc3cc(OC(=O)c4cncc(Br)c4)ccc3c2=O)c1	-7&-1	0.9	0.9	-1.2	-5&1	2	-2	3&7	2.8	5&-1
COc1ccc(/C=N/Nc2nncn2N)cc1Br	9	12	1.8	4.3	-21	nt	-2	0	2.5	21
Nc1nc(SCC(=O)OCc2ccccc2)[nH]c(=O)c1NC(=O)c1ccco1	-12	-0.8	0.1	0.9	-49	2	nt	0	2.4	49
CC(=O)Nc1ccc(C(=O)N2CCN(C(=O)c3ccco3)CC2)cc1	1	0.8	-2.5	0.6	-13	1	-3	0	1.7	13
CN(C(=O)c1ccc(Br)o1)C1CCCCC1	-4	1.6	-0.1	1.4	5	28	-5	4	-2.0	-5
COc1cccc(C2CC(c3ccccc3Cl)n3ncnc3N2)c1 (stereo not drawn)	3	-1.8	-0.6	-0.1	-25	0	-2	nt	0.2	25
CCS(=O)(=O)N1CCN(C(=O)C(c2ccccc2)c2ccccc2)CC1	4	-3.4	-3.2	-2.7	30	nt	-4	-3	1.4	-30

3 of these compounds, set out differently:
Screens in order – Tat transport, AddAB inh, CAL PDZ FP-1, E coli growth, SR-BI DiI inh, MITF TRPM1 HTS, CAL PDZ FP-2, Wnt bcat act, phage Ecoli inh, SR-BI DiI-HDL act
> COc1ccc(/C=N/Nc2nncn2N)cc1Br
  9, 12, 1.8, 4.3, -21, nt, -2, 0, 2.5, 21
> COc1cccc(CN(C(=O)c2cnccn2)C(C(=O)NC2CCCCC2)c2cc(OC)c(OC)c(OC)c2)c1 (stereo not drawn)
  8, 0.2, -1.5, -2.5, nt, 0, 2, -1, -0.8, nt
> Cc1nn(CC(=O)Nc2ccc3c(c2)nc2n3CCN(C3CCCCC3)C2)c(=O)c2ccccc12
  -1, 3.6, -0.2, -1.6, -5, 2, -3, -1, -0.2, 5

A section from further up, as a working copy:
SMILES	Tat transport	AddAB inh	CAL PDZ FP-1	E coli growth	SR-BI DiI inh	MITF TRPM1 HTS	CAL PDZ FP-2	Wnt bcat act	phage Ecoli inh	SR-BI DiI-HDL act
CC(=O)Nc1ccc(C(=O)N2CCN(C(=O)c3ccco3)CC2)cc1	1	0.8	-2.5	0.6	-13	1	-3	0	1.7	13
CN(C(=O)c1ccc(Br)o1)C1CCCCC1	-4	1.6	-0.1	1.4	5	28	-5	4	-2.0	-5
COc1cccc(C2CC(c3ccccc3Cl)n3ncnc3N2)c1 (stereo not drawn)	3	-1.8	-0.6	-0.1	-25	0	-2	nt	0.2	25
CCS(=O)(=O)N1CCN(C(=O)C(c2ccccc2)c2ccccc2)CC1	4	-3.4	-3.2	-2.7	30	nt	-4	-3	1.4	-30

Carrying on.
SMILES	Tat transport	AddAB inh	CAL PDZ FP-1	E coli growth	SR-BI DiI inh	MITF TRPM1 HTS	CAL PDZ FP-2	Wnt bcat act	phage Ecoli inh	SR-BI DiI-HDL act
CCOC(=O)/C(C#N)=C\c1ccco1	-2	1.1	-2.5	-1.5	1	2	-1	1	3.1	-1
Cc1nc2scc(-c3cccs3)c2c(=O)n1CC(=O)O	-6	0.9	-1.7	-1.1	-18	6	-1	nt	0.7	18
Cc1ccc(NC(=O)c2ncn(CCCNCc3ccccn3)n2)cc1C	?	nt	-0.8	nt	-3	-2	1	0	5.8	3
CC1=CC(C)(C)NC(=S)N1C(C)c1ccccc1 (stereo not drawn)	-1	-2.7	-0.9	0.9	10	-3	0	1	2.1	-10
N#Cc1c(-c2ccccc2F)cc(-c2cccnc2)nc1N	0	1.2	-2.7	-1.0	7	-3	4	-2	4.1	-7
O=C(O)c1ccccc1-n1c(-c2ccccc2)cc2c1CCCC2=O	-1	1.6	-0.8	-1.6	-13	2	-3	-1	2.8	13
Cc1nn(C(C)C(=O)Nc2ccccc2Cl)c(=O)c2nn(-c3ccccc3)c(C)c12 (stereo not drawn)	5	5.1	-1.0	-3.1	-6	-13	-1	-2	2.5	6
O=C(Nc1ccc(Cl)cc1)C1=Cc2cc(Cl)ccc2OC1	6	0.5	-0.2	0.6	-31	6	0	nt	1.3	31
CC(=O)OCC(=O)[C@@]1(O)CC[C@H]2[C@@H]3CCC4=CC(=O)CC[C@]4(C)[C@H]3C(=O)C[C@@]21C	-2	-1.3	-0.1	-0.3	-8	-1	nt	-1	4.3	8
CCn1c(SCC(=O)Nc2ncc(C(F)(F)F)cc2Cl)nnc1-c1ccccc1	-9	3.7	-1.7	-2.2	36	-7	-2	nt	3.2	-36
COCCNC(=O)c1cc(-c2ccncc2)nc2ccc(S(=O)(=O)N3CCOCC3)cc12	-4	2.3	-2.9	0.4	0	-6	-2	1	3.3	0
O=C(Nc1ccc(S(=O)(=O)Nc2ccnn2-c2ccccc2)cc1)C(F)(F)F	7	0.8	-0.8	-1.0	-2	9	-2	2	1.7	2
O=[N+]([O-])c1cccc(C2(O)COc3ccccc3O2)c1 (stereo not drawn)	-7	0.1	-0.1	-2.1	7	9	-3	3	1.3	-7
C=C(C)CSc1nnc(CCNC(=O)OC(C)(C)C)o1	-9	3.5	-1.4	1.9	21	-5	-2	0	nt	-21
COc1ccc([N+](=O)[O-])cc1NS(=O)(=O)c1ccc(C)cc1	-4	-0.5	0.4	-0.5	4	6	3	0	1.1	-4
CCOC(=O)CN1NC2(CCCC(C)C2)NC1=S (stereo not drawn)	-2	2.0	0.1	-0.2	3	nt	nt	0	1.5	-3
O=C(Cc1cccs1)Nc1nnc(SCc2ccc(C(F)(F)F)cc2)s1	-1	1.0	-0.3	-3.3	-29	-5	3	-11	2.0	29
CC(=O)[C@@H]1[C@@H]2C(=O)N(Cc3ccccc3)C(=O)[C@@H]2C2c3ccccc3C=CN21 (stereo partly drawn)	-12	1.6	1.0	-0.4	-7	-16	nt	0	3.0	7
Oc1ccccc1C1=NN(c2ccccc2)C(c2ccc(F)cc2)C1 (stereo not drawn)	-3	nt	-0.6	nt	74*	9	-2	3	0.5	-74
COCC(C)NC(=O)c1nn(Cc2ccccc2)c(=O)c2ccccc12 (stereo not drawn)	-6	2.0	-0.3	2.1	-13	5	2	-2	1.7	13
CCN1CCN(CCC2Oc3cc([N+](=O)[O-])ccc3NC2=O)CC1 (stereo not drawn)	-8	1.5	-0.3	0.1	-14	8	-5	3	1.5	14
Cc1ccc(NC(=O)CC(NCC2CCCO2)C(=O)O)cc1C (stereo not drawn)	6	4.6	0.0	0.1	-7	0	-1	nt	3.3	7
Cc1ccc(S(=O)(=O)NCCS(=O)(=O)N2CCN(c3ccccc3)CC2)cc1	11	3.4	-1.1	1.4	-26	-5	0	-1	0.8	26
O=C(c1nc2ccc(Cl)cn2c1CN1CCC(O)CC1)N1CCc2ccccc2C1	3	5.3	0.5	1.4	-10	-11	-3	-2	1.9	10
Cc1cccc(NC(=O)CCc2c(C)nc3ncnn3c2C)n1	2	0.2	-0.8	-0.8	-18	nt	2	nt	0.9	18
O=C(CCSc1ccccc1)NC(=O)COC(=O)c1ccc(OC(F)F)cc1	2	0.6	-1.1	1.1	-12	-10	2	-5	3.5	12
C=CCNc1nnc(SC2CC(=O)N(c3ccc(OCCC)cc3)C2=O)s1 (stereo not drawn)	-21	-2.8	nt	-0.8	-8	8	3	nt	3.8	8

From PubChem
